# Caspase-1 inhib = qHTS Assay for Allosteric/Competitive Inhibitors of Caspase-1 | P29466 | Caspase-1 enzyme, Ac-WEHD-AFC fluorogenic rate | Potency, µM (highest dose often 57.5 µM), inactives show at the highest dose activity change, negative = inhibition, most hits filed as inhibitors | 75,000 tested, 0.03% active;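 further: potency means the concentration at half of the fitted maximal effect; plate controls were vehicle for no effect and no substrate for full effect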
# Rhodamine autofl = qHTS Assay for Spectroscopic Profiling in Rhodamine Spectral Region; Rhodamine-region fluorescence, 547/598 nm, Tris buffer; active compounds read high; max dye-equivalent concentration, M; AID 594, 2007; 59,000 tested, 0.05% active; in the data active means max dye-equivalent concentration above about 11 nM; inconclusive means between about 1.1 nM and that limit
#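 Compound fluorescence in 100 mM Tris, pH 8.0, read after 15 min at room temperature with 547 nm excitation and 598 nm emission. Output is dye-equivalent concentration from an on-plate rhodamine standard series.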
# BRCT inh red = qHTS Assay for Inhibitors of BRCT-Phosphoprotein Interaction (Red Fluorophore); AID 892, 2007; Potency, µM (titrated, usually from 76.9 µM), for inactives: at the highest dose activity change, negative = inhibition, hits mostly inhibitors; 75,000 tested, 0.03% active; BRCT-phosphopeptide binding, red fluorescence polarization; further: on the % scale 0 is the no-effect control and ±100 the full control effect
#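 Fluorescence polarization: 100 nM His-tagged BRCA1 BRCT with 100 nM TAMRA-labelled phospho-BACH1 decapeptide, phosphate buffer pH 7.3 with 150 mM NaCl, DTT, 0.01% Tween 20; 12 min RT. Binding inhibition seen as FP decrease.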
# BRCT PPI green = qHTS Assay for Inhibitors of BRCT-Phosphoprotein Interaction (Green Fluorophore); Breast cancer type 1 susceptibility protein (Homo sapiens), P38398; 75,000 tested, 0.05% active; Potency, µM (doses to about 76.9 µM), for the others: at the highest dose activity change, negative = inhibition, hits mostly inhibitors; BRCA1 BRCT-phosphopeptide binding, green fluorescence polarization;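 further: potency means the concentration at half of the fitted maximal effect; plate controls were peptide without protein for full effect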
#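 Fluorescence polarization: His-tagged BRCT (~35 kDa BRCA1 C-terminus, 250 nM) bound to 100 nM fluorescein-labeled phosphorylated 10-aa BACH1 peptide, pH 7.3 phosphate buffer with DTT and Tween 20. Compounds incubated 12 min at room temperature; inhibition read as lowered polarization.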
# USP2a inh = qHTS Assay for Inhibitors of Ubiquitin-specific Protease USP2a; Potency, µM (top dose mostly 38.3 µM), without a hit: top-dose activity change, negative = inhibition, actives largely listed as inhibitors; USP2a enzymatic assay, qHTS inhibition; AID 927, 2007; Ubiquitin carboxyl-terminal hydrolase 2 (Homo sapiens), O75604; 60,000 tested, 0.1% active;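 further: potency means the concentration at half of the fitted maximal effect; nearly all actives have a fitted effect of over 60% in size; plate controls were DMSO for no effect and NEM full inhibition control for full effect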
#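 USP2 core (20 nM final) was preincubated with compound for 30 min at RT in 20 mM Tris-HCl pH 8.0, 2 mM CaCl2, 2 mM beta-mercaptoethanol; Ub-PLA2 (20 nM) plus NBD C6-HPC (20 uM) then added, fluorescence read after 2.5 h.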
# Fluorescein autfl = qHTS Assay for Spectroscopic Profiling in Fluorescein Spectral Region; 59,000 tested, 0.91% active; Compound autofluorescence, 480/540 nm, fluorescein-equivalent; active compounds read high; max fluorescein-equivalent concentration, M; in the data active means max fluorescein-equivalent concentration above about 10 nM; inconclusive means between about 1.1 nM and that limit
#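 Fluorescein stocks ranging 3 mM down to 300 nM, plus DMSO blanks, were pinned alongside compounds to build a per-plate standard curve. Buffer: 100 mM Tris, pH 8.0. Incubation 15 min, room temperature; filters 480/540 nm.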
# Texas Red fluor = qHTS Assay for Spectroscopic Profiling in Texas Red Spectral Region | Compound fluorescence, Texas Red channel, 547/618 nm; active compounds read high | max dye-equivalent concentration, M | 59,000 tested, 0.06% active | AID 587, 2007; in the data active means max dye-equivalent concentration above about 10 nM; inconclusive means between about 1.1 nM and that limit
#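 Compound fluorescence was read after 15 min at room temperature in 100 mM Tris, pH 8.0, using 547 nm excitation and 618 nm emission across a concentration series. It was expressed as Texas Red dye-equivalent concentration from an on-plate standard curve.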
# HEK293 cAMP ctrl = qHTS Assay for Agonists of the Thyroid Stimulating Hormone Receptor: Activators of Intracellular cAMP Concentrations in Parental HEK 293 | parental HEK293 CNG cAMP sensor, membrane potential fluorescence | Potency, µM (series often up to 57.1 µM), for the others: at the highest dose activation, most hits filed as activators | 73,000 tested, 2.5% active | AID 938, 2007; further: potency means the concentration at half of the fitted maximal effect; % of control where 0% means no effect; nearly all actives have a fitted effect of over 55% in size
#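 Parental HEK 293 cells stably expressing a cAMP-gated CNG channel were loaded with membrane potential dye containing 100 uM RO 20-1724 for 60 min. Compound added for 30 min; depolarization read as fluorescence intensity at 590 nm.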
# Caspase-7 inhib = qHTS Assay for Allosteric/Competitive Inhibitors of Caspase-7. P55210. recombinant caspase-7, Ac-DEVD-AFC fluorescence rate. 75,000 tested, 0.02% active. Potency, µM (highest dose often 57.5 µM), for inactives: at the top dose activity change, negative = inhibition, usual class: inhibitors; active means well fitted inhibition curve with a large enough effect in the main read-out, with a control signal flat, not every such curve was filed as active; inconclusive means small, poorly fitted or top-dose-only effect, or a change in a side signal; further: potency means the concentration at half of the fitted maximal effect; % of control where 0% means no effect
# 4-MU autofl = qHTS Assay for Spectroscopic Profiling in 4-MU Spectral Region. AID 589, 2007. compound autofluorescence, 340/450 nm, 4-MU equivalents; active compounds read high. 59,000 tested, 11% active. max dye-equivalent concentration, M; in the data active means max dye-equivalent concentration above about 10 nM; inconclusive means mostly about 1.1 nM to 9.6 nM
#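 Compounds in 100 mM Tris, pH 8.0, incubated 15 min at room temperature, then fluorescence read at 340 nm excitation/450 nm emission. Signal converted to 4-MU dye-equivalent concentration using an on-plate six-point 4-MU standard curve.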
# A350 fluor = qHTS Assay for Spectroscopic Profiling in A350 Spectral Region. 59,000 tested, 11% active. AID 590, 2007. Compound autofluorescence, 340/450 nm, Alexa 350 dye-equivalents; active compounds read high. max dye-equivalent concentration, M; in the data active means max dye-equivalent concentration above about 10 nM; inconclusive means mostly about 1.1 nM to 9.6 nM
# Active calls of the source: *; i = inactive; ? = inconclusive; . = not tested or not shown; [ ] = dose if it differs, or a comment. Unless noted, the call rests on the fitted dose curve; in most records, active means well fitted curve in the direction sought with a large enough effect; inconclusive means small, poorly fitted or top-dose-only effect, or another doubt; inactive means no such curve, though single readings can be large; an effect the other way counts as inactive or inconclusive. This is a subset; rates above refer to the full screens.
SMILES,Caspase-1 inhib,Rhodamine autofl,BRCT inh red,BRCT PPI green,USP2a inh,Fluorescein autfl,Texas Red fluor,HEK293 cAMP ctrl,Caspase-7 inhib,4-MU autofl,A350 fluor
Cc1nnc(SC(C)C(=O)NCC2CCCO2)n1-c1ccccc1 (stereo unspecified),-0.7%,i,0.6%,-0.3%,-1.5%,i,i,-2.7%,1.0%,i,i
CCCN1CCN(C(=O)CN2C(=O)CC(C)(C)S(=O)(=O)c3ccccc32)CC1,2.1%,i,0.4%,0.4%,-0.3%,i,i,7.4%,1.4%,i,i
C[C@@H]1C(=O)NC2=Nc3cccc(Cl)c3CN21,-0.2%,i,-1.4%,-2.1%,1.8%,?,i,0.2%,0.4%,i,i
N#CC[n+]1cc(-c2ccc(Cl)cc2)n2c1CCC2,-0.7%,i,-0.4%,-1.5%,-4.1%,i,i,1.8%,-0.2%,i,i
O=c1c2[nH]c3ccc(F)cc3c2ncn1CCN1CCOCC1,-0.7%,i,-1.2%,-0.9%,5.3%,i,?,6.8%,-0.3%,i,?
CNC1=C(Br)C(=O)c2ccncc2C1=O,?,.,-0.1%,-1.7%,.,.,.,?,?,.,.
Cc1c(N=Cc2ccc(Cl)o2)c(=O)n(-c2ccccc2)n1C,-0.7%,i,-2.8%,-0.6%,1.6%,?,i,-6.1%,-0.6%,i,i
CCOC(=O)c1ccc(N2Cc3cc(C)c(C)cc3C2)cc1O,-0.7%,.,1.2%,-2.1%,.,.,.,-2.1%,-0.5%,.,.
C=CCn1c(SCc2ccccc2C#N)nnc1-c1ccccc1O,2.7%,i,-2.2%,2.5%,20.7%,?,?,20.4%,1.4%,i,i
COc1cccc(-c2ccc3ncnc(N4CCNCC4)c3c2)c1,-4.2%,i,0.2%,-4.4%,63.4%[activator],?,i,13.2%,-4.1%,i,i
NC(CSC12CC3CC(CC(C3)C1)C2)C(=O)O (stereo unspecified),1.2%,i,0.5%,-1.8%,-6.5%,?,?,28.3%,-1.6%,i,i
Cc1ccc(CCNC(=O)C2CCN(S(=O)(=O)c3c(C)nn(C)c3C)CC2)cc1,-3.2%,.,0.4%,1.5%,.,.,.,-5.4%,-1.2%,.,.
COc1ccc(-c2nc(-c3ccc(NC(=O)c4ccncc4)cc3)no2)cc1OC,0.1%,.,-2.4%,0.2%,.,.,.,-0.4%,-2.0%,.,.
O=S(=O)(O)CCCc1cccc2ccccc12,-1.2%[11.5 µM],i,-2.3%[15.4 µM],-0.5%[15.4 µM],.,?,i,14.3%[11.4 µM],1.9%[11.5 µM],i,i
COc1ccccc1CCn1c(=O)cnc2cncnc21,-4.3%,i,-2.3%,-1.1%,58.3%[activator],i,i,?,-3.1%,i,i
COC(=O)C1=C(C)NC2=C(C(=O)CCC2)C1c1coc2ccccc2c1=O (stereo unspecified),-14.9%,.,-0.3%,-5.9%,8.3%,.,.,9.3%,-9.1%,.,.
COCCNC(=O)COC(=O)CSCc1nc2ccccc2s1,-1.5%,i,2.4%,-0.9%,6.3%,i,?,14.2%,-0.7%,i,i
CCOc1ccccc1NC(=O)CSc1nnc(Cc2cccn2C)n1-c1ccc(F)cc1,-2.4%,.,1.3%,3.1%,.,.,.,20.4%,-2.6%,.,.
N#CC(C#N)=c1ccc2c(c1)NC1(CCCCC1)N=2,-9.6%,i,0.7%,1.1%,12.0%,?,?,-65.4%[inhibitor],-14.8%,i,?
CCCCNC(=O)c1cc(-c2ccc(OC)c(OC)c2)on1,-4.3%,.,0.5%,3.4%,.,.,.,9.5%,-0.4%,.,.
CCN(CC)C(=O)Oc1ccc2c(=O)c(-c3ccc(OC)cc3)coc2c1,-4.3%,i,0.7%,0.7%,4.7%,i,i,?,-4.2%,i,i
CCN=C1SC(CC(=O)Nc2ccc(N3CCOCC3)cc2)C(=O)N1CC (stereo unspecified),-0.4%,.,-0.6%,-1.8%,2.8%,.,.,1.0%,-0.3%,.,.
O=C(N/N=C1/C[C@@H](O)[C@@H](O)[C@@H]2[C@H]3C(=O)N(c4ccc(F)cc4F)C(=O)[C@@H]3CC[C@H]12)OCc1ccccc1,0.2%[11.5 µM],.,-0.3%[15.4 µM],0.8%[15.4 µM],.,.,.,-3.5%[11.4 µM],-0.7%[11.5 µM],.,.
CCCS(=O)(=O)N1CCCC(c2nc(-c3cccc(OC)c3)no2)C1 (stereo unspecified),0.3%,i,0.0%,-0.3%,0.0%,i,i,?,-0.8%,i,i
CC(NC(=O)Cc1cccs1)c1ccc2c(c1)OCO2 (stereo unspecified),1.5%,i,-0.1%,-0.8%,14.4%,i,i,12.2%,-4.7%,i,i
CCOCCCNC(=O)c1cn(CC(C)C)c(=O)c2cc(OC)c(OC)cc12,2.3%,.,-0.5%,-1.0%,.,.,.,0.3%,-3.3%,.,.
O=C(Nc1c(C(=O)O)oc2ccc(Br)cc12)c1ccccc1,-2.7%,.,-3.8%,6.1%,.,.,.,-10.1%,-0.8%,.,.
COc1ccccc1NC(=O)Cn1c(=O)oc2ccccc21,1.4%,i,-0.7%,1.8%,-3.5%,i,i,3.6%,0.2%,?,?
COc1ccccc1-n1cnnc1SCC(=O)c1ccc[nH]1,-0.6%,i,1.4%,0.9%,6.5%,i,i,-5.7%,-3.1%,i,i
Cc1cc(NC(=O)CN2CCCCCCC2)no1,-0.3%,i,0.0%,-0.8%,-7.1%,?,i,1.1%,-3.1%[0.00368 µM],i,i
O=C(Nc1cccc(F)c1)N1CCC2(CC1)CCN(C(=O)c1ccncc1)CC2,-0.9%,i,-0.1%,-2.4%,15.5%,i,i,6.7%,0.7%,i,i
O=C1NC(c2ccncc2)Nc2sc3c(c21)CCCC3 (stereo unspecified),-5.9%,i,1.1%,1.2%,11.4%,i,i,15.3%,-6.3%,5.92e-08M*,5.77e-08M*
CCCNC(=O)C1CC(=O)N(c2ccc(OCC(=O)Nc3cc(C)cc(C)c3)cc2)C1 (stereo unspecified),-6.6%,.,1.1%,-1.8%,.,.,.,-4.4%,-1.1%,.,.
CC(=O)c1ccc(N2CCN(C(=O)c3ccco3)CC2)c(F)c1,-1.8%,i,0.6%,-3.1%,3.8%,i,i,-0.6%,-0.7%,i,i
O=C(c1ccc(Br)o1)N1CCN(c2ccc3nnc(-c4ccccc4)n3n2)CC1,-4.7%,.,-1.1%,11.9%,.,.,.,17.4%,-15.9%,.,.
COc1ccc(-c2nnc(N)s2)cc1,0.4%,.,0.2%,-1.2%,-0.8%,.,.,5.0%,0.5%,.,.
CCN(CC)C(=O)Cn1nnc(-c2ccc(C)o2)n1,1.3%,i,0.3%,-4.1%,-4.5%,?,i,-2.4%,6.4%,?,?
C=CC[C@@H]1C=C[C@H](ON=C(C)C)[C@H](CO)O1,2.4%[11.5 µM],.,0.0%[15.4 µM],-1.6%[15.4 µM],.,.,.,2.2%[11.4 µM],0.8%[11.5 µM],.,.
COc1ccc(NC(=O)CC2CCCCC2)cc1OC,-2.1%,.,0.1%,-2.2%,3.6%[7.66 µM],.,.,-0.2%[11.4 µM],0.5%,.,.
O=C(c1ccc2c(c1)OCO2)N1CCCCC1,0.4%,.,-0.9%,-1.2%,.,.,.,7.6%,0.6%,.,.
CS(=O)(=O)Nc1cccc(-c2cncnc2NCc2ccccc2)c1,-2.2%,i,-1.0%,-0.3%,76.5%[activator],i,i,3.7%,-6.2%,i,i
Cn1cc(C(=O)c2ccc(F)cc2)cc1-c1nc2ccccc2n1C,-1.0%,i,1.5%,0.2%,16.5%,?,?,?,0.2%,i,i
COc1ccc(Oc2ncc3ncc(=O)n(C)c3n2)cc1,-1.5%,i,0.4%,-1.3%,17.6%,i,i,10.3%,-2.1%,i,i
O=C(Cc1c(O)c2ccccc2[nH]c1=O)OC1CCCCC1,0.3%,.,-0.6%,-1.0%,-0.7%,.,.,-4.5%,0.3%,.,.

# Bioassay records: PubChem BioAssay, National Center for Advancing Translational Sciences (NCATS)
